High-throughput results deposited in PubChem by several laboratories.
PG9 binder: binds the HIV-1 gp120 antibody PG9 | inhibition, % at 6.7 µM | TR-FRET gp120-PG9 antibody binding | 0.43% of 360,000 active; in the data active = inhibition above about 8.5%
NPR1 activator: GC-A (human) enzyme activation | 0.14% of 370,000 active | activation, % at 10 µM | AID 1671463 | P16066 | HEK293 GC-A cells, cGMP TR-FRET, EC30 ANP; 0% at EC30 ANP, 100% saturating ANP; in the data active = activation above about 40%
DAX1 inh-1: blocks DAX1 repression of SF-1 activated StAR promoter; 1.1% of 370,000 active; AID 652010; inhibition, % at 6.8 µM; HEK293T StAR-luciferase reporter, SF-1/DAX-1 repression relief;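 active = inhibition above the mean over all tested compounds plus 3 SD, cut at about 3.6% in these data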;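 note: 0% = DAX-1 cells with DMSO and 100% = cells lacking DAX-1 with DMSO; higher inhibition means more luminescence from relief of DAX-1 repression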
ssDAF12 agonist: S. stercoralis DAF-12 activation, primary screen; 1% of 370,000 active; HEK293 ssDAF-12/GRIP1 lit1-tk-luc reporter, luminescence; % of 3 µM dafachronic acid response; activation, % at 6.8 µM;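 active = activation above the mean over all tested compounds plus 3 SD, cut at about 0.9% in these data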;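 note: 0% = DMSO-only wells and 100% = 3 µM delta7-dafachronic acid wells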
SMARCA2 act: activators of SMARCA2 function; MG213 cells, MMTV-luciferase reporter, dexamethasone, overnight; activation, % at 9.1 µM; 1% of 370,000 active; AID 652017; in the data active = activation above about 7.8%;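 note: 0% = vehicle wells and 100% = reference activator wells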
ADAM10 inh: inhibits human ADAM10; inhibition, % at 7 µM; recombinant ADAM10, EDANS/DABCYL FRET peptide cleavage, 3 h; O14672; AID 720582; 0.62% of 370,000 active;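 active = inhibition above a per-campaign cutoff equal to the mean of compounds falling between control-based bounds plus 3 SD, cut at about 20% in these data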;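 note: 0% = DMSO wells while the 100% control is not disclosed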
DAX1 inh-2: inhibitors of human orphan nuclear receptor DAX1 (NR0B1) | HEK293 Gal4-DAX1 luciferase reporter, luminescence | 0.99% of 340,000 active | inhibition, % at 6.75 µM | AID 504766;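 active = inhibition above the mean over all tested compounds plus 3 SD, cut at about 4.2% in these data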;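 note: 0% = DAX1-transfected cells with DMSO and 100% = empty-vector control cells with DMSO; inhibition shows as a rise in luminescence from relieved DAX1 repression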
Target sequence (P51843 207-470 limits assumed): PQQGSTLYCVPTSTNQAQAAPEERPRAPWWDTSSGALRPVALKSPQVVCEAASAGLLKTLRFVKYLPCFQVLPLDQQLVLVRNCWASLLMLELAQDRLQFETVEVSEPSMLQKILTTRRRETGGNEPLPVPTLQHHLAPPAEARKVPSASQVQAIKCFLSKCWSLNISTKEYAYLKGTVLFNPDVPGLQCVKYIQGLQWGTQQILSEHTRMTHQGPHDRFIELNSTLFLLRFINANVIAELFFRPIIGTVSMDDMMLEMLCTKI
hgDAF-12 ag: activates the H. glycines DAF-12 receptor ligand-binding domain. HEK293 GAL4-hgDAF12 UAS-luciferase reporter, agonist luminescence; normalized to butyrate control. activation, % at 6.8 µM. 1.8% of 370,000 active. AID 687014;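 active = activation above a cutoff set at the mean of all screened compounds plus 3 SD, cut at about 10% in these data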;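 note: 0% = DMSO wells and 100% = sodium butyrate wells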
ADAM17 inh: inhibitors of human ADAM17. recombinant ADAM17, EDANS/DABCYL FRET peptide cleavage. inhibition, % at 6.95 µM. 0.83% of 370,000 active. AID 720648;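 active = inhibition above the mean of compounds lying between control limits plus 3 SD, set per campaign, cut at about 8.5% in these data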;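 note: 0% = DMSO-only wells as the low control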
Target sequence (P78536 215-824 limits assumed): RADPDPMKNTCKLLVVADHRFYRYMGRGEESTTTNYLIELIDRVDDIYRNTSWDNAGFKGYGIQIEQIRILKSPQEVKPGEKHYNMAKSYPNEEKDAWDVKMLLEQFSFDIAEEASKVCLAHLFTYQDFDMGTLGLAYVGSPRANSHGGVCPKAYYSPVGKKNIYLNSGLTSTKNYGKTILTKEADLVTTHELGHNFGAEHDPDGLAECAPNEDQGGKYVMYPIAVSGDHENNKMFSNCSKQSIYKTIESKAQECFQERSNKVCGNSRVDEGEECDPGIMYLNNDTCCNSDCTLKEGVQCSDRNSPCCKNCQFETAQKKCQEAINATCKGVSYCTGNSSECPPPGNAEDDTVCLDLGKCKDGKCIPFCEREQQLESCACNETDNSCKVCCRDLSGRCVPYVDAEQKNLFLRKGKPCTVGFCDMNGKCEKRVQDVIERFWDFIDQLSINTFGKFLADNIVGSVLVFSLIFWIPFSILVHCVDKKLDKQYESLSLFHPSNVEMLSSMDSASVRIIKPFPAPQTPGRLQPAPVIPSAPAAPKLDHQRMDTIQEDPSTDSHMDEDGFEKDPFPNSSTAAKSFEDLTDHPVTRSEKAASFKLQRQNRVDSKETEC
hcDAF-12 act: H. contortus DAF-12 activation, primary screen; HEK293 hcDAF-12 lit1-tk-luc reporter, luminescence; 0% DMSO, 100% Δ7-dafachronic acid; AID 652067; 1.4% of 370,000 active; activation, % at 6.8 µM;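 active = activation above the mean of all tested compounds plus 3 SD, cut at about 5.5% in these data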;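 note: 100% = response to 3 µM Δ7-dafachronic acid high control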
FXN GAA850 act: frataxin GAA850 promoter activation; 0.56% of 360,000 active; HEK293 lucGAA850 FXN promoter luciferase reporter, 24 h; percent of 10 µM SAHA response; activation, % at 6 µM;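 active = activation above the average of all compounds screened plus 3 SD, cutoff fixed separately per campaign, cut at about 7.5% in these data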;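 note: 0% = DMSO wells and 100% = 10 µM SAHA wells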
* hit, by the source's call; i = inactive; . = no result given. A portion of the library; the hit share may differ from the screen's.

item	Structure	ssDAF12 agonist	SMARCA2 act	DAX1 inh-1	PG9 binder	FXN GAA850 act	ADAM10 inh
1	Cc1cc(N2CCOCC2)ccc1/C=C1\C(=O)NC(=O)N(c2ccccc2)C1=O	-0.3	2	-0.3	-1.4	1.3	-6
2	Cn1c(O)c(N=Nc2cccc(S(=O)(=O)N3CCOCC3)c2)c(=O)n(C)c1=O	-1.3	-4	0.6	0.1	-1.3	1
3	CN1CCCC2c3ccccc3CCC21 (configuration not stated)	-0.9	-6	0.7	0.5	0.6	-8
4	O=C1NC(=O)N(c2ccccc2)C(=O)/C1=C/c1ccoc1	-1.1	-2	0.7	-2.0	2.4	-18
5	Clc1ccc(COC(Cn2ccnc2)c2ccc(Cl)cc2Cl)cc1 (configuration not stated)	-1.5	-3	0.2	-0.6	-1.5	11
6	O=C(O)Cn1cc(/C=C2\C(=O)NC(=O)N(Cc3ccco3)C2=O)c2ccccc21	0.1	-3	0.6	-2.4	3.0	-32
7	C/C(=N\Nc1ccccc1)c1c(O)n(-c2ccccc2)c(=O)[nH]c1=O	-1.2	-2	-0.2	-2.8	-1.5	-8
8	Nc1ncn[nH]1	-0.8	-3	-0.1	2.4	-0.4	-1
9	O=C(Nc1ccc(F)cc1F)c1cccn(Cc2ccccc2)c1=O	-1.1	-5	-1.0	-1.0	2.0	3
10	Cc1cc(Cl)ccc1C(=O)C1CCCN(Cc2ccon2)C1 (configuration not stated)	-0.9	5	0.0	-2.5	0.4	8
11	O=c1[nH]c(=S)n(CCC2=CCCCC2)c(O)c1/C=N/N1CCOCC1	-1.7	3	0.7	-2.8	0.3	6
12	Cc1nc2ccccc2c(=O)n1-c1ccccc1C(F)(F)F	-1.6	0	-0.7	0.8	5.1	6
13	CCOC(=O)CSCCOc1ccc(C=C2C(=O)NC(=O)NC2=O)cc1OC	-0.6	1	0.6	1.0	4.2	-11
14	CC(=NCCN1CCCCC1)c1c(O)n(-c2ccccc2)c(=O)[nH]c1=O	-1.8	-5	0.5	0.7	-0.8	-3
15	C[n+]1ccc(-c2ccccc2)c2ccccc21	-1.7	-3	-1.9	-3.2	-0.5	i

item	ADAM17 inh	DAX1 inh-2	hgDAF-12 ag	hcDAF-12 act	NPR1 activator
1	-3	3.4	1.2	4.3	1
2	1	-0.1	-1.6	-0.7	2
3	-4	3.4	-3.7	0.2	2
4	-5	0.2	5.3	0.1	5
5	3	-1.3	0.7	-3.1	-17
6	-8	-0.4	-2.1	2.3	0
7	-4	-0.2	0.2	1.6	-2
8	-2	2.3	0.5	-0.4	1
9	4	-0.4	0.3	-1.0	1
10	1	-0.4	0.3	-1.1	-2
11	3	.	0.2	-1.6	2
12	2	0.0	-1.8	-2.0	1
13	-7	.	-3.5	-0.2	0
14	-4	-0.2	-0.3	1.2	2
15	-155	-2.8	-6.9	-3.2	3

Continued:
item	Structure	ssDAF12 agonist	SMARCA2 act	DAX1 inh-1	PG9 binder	FXN GAA850 act	ADAM10 inh
16	COc1cccc(C(c2nnnn2C2CCCC2)N2CCC3(CC2)C(=O)NCN3c2ccccc2)c1OC (configuration not stated)	-0.9	-3	-0.7	-1.1	.	1
17	CCCCC1(CN2CCCC2=O)C(=O)NC(=O)NC1=O	-0.9	-1	-0.5	0.2	-0.8	-2
18	COc1ccc(C(=O)c2nc3ccccc3n2C(C)C)cc1	-1.1	-3	0.0	-0.8	1.9	6
19	Cc1ccnc(-n2c(-c3ccccc3)nc3ccccc3c2=O)c1	-1.2	-2	-1.3	4.4	-1.7	3
20	COc1ccc(C(=O)C2CCCN(C3CSCCSC3)C2)c(OC)c1 (configuration not stated)	-1.8	-3	1.6	0.7	-0.3	1
21	COP(=O)(/C=C(\Cl)c1ccccc1)/C=C(\Cl)c1ccccc1	-0.8	-2	-0.3	0.5	-0.9	-3
22	O=P1(Oc2ccccc2)OCCCS1 (configuration not stated)	-1.0	-6	0.3	0.2	-0.9	-11
23	CCN(CC)CCCC(C)N=C(c1ccccc1)c1c(O)n(C)c(=O)n(C)c1=O (configuration not stated)	-0.8	-3	0.5	-2.2	0.3	-6
24	CN(C)c1ccc(CN2CC=C(c3ccc(F)cc3)CC2)cc1	-0.7	0	0.0	1.4	1.8	3
25	O=c1[nH]c2ccccc2n1C1CCN(C(CCc2ccccc2)c2nnnn2C2CCCC2)CC1 (configuration not stated)	-1.7	-3	-2.0	-0.8	.	-14
26	c1ccc(C2CC3CC4(CCCC4)N2O3)cc1 (configuration not stated)	-1.1	-1	0.1	-0.6	0.1	0
27	O=C(CCc1nc(-c2ccccc2F)no1)N1CCC2(CC1)OCCO2	-0.7	-1	-0.5	-1.0	2.9	5
28	Cc1nn(C2CCOC(C)(C)C2)c2c1C(c1ccc3c(c1)OCO3)SCC(=O)N2 (configuration not stated)	-1.6	0	-0.2	1.1	-1.2	-7
29	C[C@@H](N)Cc1cnc[nH]1	-0.1	-1	-0.1	-1.4	1.9	-12
30	CC(C)(C)C(=O)Nc1ccc(S(=O)(=O)N2CC3CC(C2)c2cccc(=O)n2C3)cc1 (configuration not stated)	-1.6	3	-0.1	-1.2	-0.8	8

item	ADAM17 inh	DAX1 inh-2	hgDAF-12 ag	hcDAF-12 act	NPR1 activator
16	1	.	-1.6	-0.7	-5
17	-6	0.8	-1.1	-1.5	1
18	5	-0.7	-2.6	-0.1	-1
19	-2	-1.4	-1.2	-1.0	-2
20	-6	-0.5	-1.6	1.7	-4
21	1	2.3	-3.1	-1.3	-2
22	-7	-0.3	-4.3	-1.4	-1
23	-4	-0.3	0.4	2.9	-2
24	-5	-0.2	3.3	-1.0	-6
25	-4	.	-2.0	-3.4	-4
26	-1	0.2	3.4	-1.7	3
27	3	0.7	1.4	-2.1	3
28	-1	-1.4	-0.1	-0.1	0
29	-4	0.5	-1.4	-2.1	6
30	0	1.5	0.5	-1.1	0

An excerpt from above, limited to NPR1 activator, DAX1 inh-1 and ADAM10 inh:
nr	mol	NPR1 activator	DAX1 inh-1	ADAM10 inh
22	O=P1(Oc2ccccc2)OCCCS1 (configuration not stated)	-1	0.3	-11
13	CCOC(=O)CSCCOc1ccc(C=C2C(=O)NC(=O)NC2=O)cc1OC	0	0.6	-11

Additional compounds
item	Structure	ssDAF12 agonist	SMARCA2 act	DAX1 inh-1	PG9 binder	FXN GAA850 act	ADAM10 inh
31	O=C1NC(=O)N(c2ccc(Br)cc2)C(=O)/C1=C/c1ccsc1	-1.5	-4	0.0	-0.8	-0.4	-3
32	COc1ccc(-n2c(O)c(/C=C/C=Nc3ccccc3)c(=O)[nH]c2=O)cc1	-0.6	1	0.4	0.4	3.9	-3
33	COc1ccc(C(=O)C2CN(C)CC2c2ccc(Cl)cc2)cc1 (configuration not stated)	-0.9	-1	1.4	-0.1	-3.9	-3
34	Cc1ccccc1CN1CCN(C(=O)Cc2ccccc2)CC1	-1.0	-3	-0.2	1.5	2.3	-1
35	COC1=C(C)C(=O)O[C@]12C(=O)C(C)=C1CCCCN3[C@H]([C@@H]4C[C@H](C)C(=O)O4)CC[C@]132	-1.3	2	0.2	-1.8	0.6	-6
36	Cc1cc(=O)oc2cc(OCC(=O)N3C[C@H]4C[C@@H](C3)c3cccc(=O)n3C4)ccc12	-1.3	1	0.2	-1.5	0.5	-30
37	NC(Cc1ccc(F)cc1)c1csc(Nc2ncccn2)n1 (configuration not stated)	-1.1	4	0.6	-0.2	-6.7	-9
38	Cn1c(O)c(C=Nc2ccc3c(c2)CCC3)c(=O)n(C)c1=O	-1.4	2	0.2	-0.5	0.4	-17
39	CCOc1ccc(CN2CCN(C(=O)Cc3ccccc3)CC2)cc1	-2.0	0	-0.3	-1.0	-1.1	5
40	Cc1cc(/C=C2\C(=O)NC(=O)N(Cc3ccco3)C2=O)c(C)n1-c1ccc(O)cc1	-0.7	-3	0.3	-0.1	0.1	15
41	CC(C)(C)OC(=O)NCCCCC(N)[P+](=O)O (configuration not stated)	-0.4	-2	0.3	.	.	-1
42	CCOC(=O)C1=C(N)Oc2ccccc2C12C(=O)N(CC(=O)OC)C(CC(=O)OC)=C2C(=O)OC (configuration not stated)	-0.8	-1	-0.2	0.9	1.0	2
43	Cc1csc(=N)n1Cc1ccccc1	-1.4	-1	-0.3	-0.8	2.6	1
44	NS(=O)(=O)c1cccc(N2CCNCC2)c1	-0.8	-7	-0.7	0.4	2.4	-6

item	ADAM17 inh	DAX1 inh-2	hgDAF-12 ag	hcDAF-12 act	NPR1 activator
31	0	0.8	-0.8	1.1	11
32	2	0.0	1.7	-0.8	0
33	0	-0.6	0.4	-0.4	-41
34	-1	2.5	0.8	-2.7	-3
35	-2	2.8	-0.6	0.5	1
36	-7	1.8	7.0	-0.9	8
37	-3	.	-3.1	0.3	-10
38	-5	0.3	1.7	-0.3	6
39	-2	-1.5	-0.9	-1.0	2
40	2	0.3	-3.0	-1.0	-20
41	-5	.	-0.4	-3.5	2
42	-1	-0.6	-0.2	-0.7	-1
43	1	-0.5	-2.2	-0.6	0
44	-2	1.5	-1.3	-0.9	1

Entries of single compounds, quoted from the list. Order of screens: ssDAF12 agonist, SMARCA2 act, DAX1 inh-1, PG9 binder, FXN GAA850 act, ADAM10 inh, ADAM17 inh, DAX1 inh-2, hgDAF-12 ag, hcDAF-12 act, NPR1 activator
CC(C)(C)OC(=O)NCCCCC(N)[P+](=O)O (configuration not stated) across the screens: -0.4, -2, 0.3, ., ., -1, -5, ., -0.4, -3.5, 2
O=C1NC(=O)N(c2ccc(Br)cc2)C(=O)/C1=C/c1ccsc1 across the screens: -1.5, -4, 0.0, -0.8, -0.4, -3, 0, 0.8, -0.8, 1.1, 11
COC1=C(C)C(=O)O[C@]12C(=O)C(C)=C1CCCCN3[C@H]([C@@H]4C[C@H](C)C(=O)O4)CC[C@]132 across the screens: -1.3, 2, 0.2, -1.8, 0.6, -6, -2, 2.8, -0.6, 0.5, 1
Cc1cc(/C=C2\C(=O)NC(=O)N(Cc3ccco3)C2=O)c(C)n1-c1ccc(O)cc1 across the screens: -0.7, -3, 0.3, -0.1, 0.1, 15, 2, 0.3, -3.0, -1.0, -20
Cc1cc(=O)oc2cc(OCC(=O)N3C[C@H]4C[C@@H](C3)c3cccc(=O)n3C4)ccc12 across the screens: -1.3, 1, 0.2, -1.5, 0.5, -30, -7, 1.8, 7.0, -0.9, 8
